Bioassay records: PubChem BioAssay, several laboratories
XIAP displacement: XIAP antagonists, biochemical, IAP family, fluorescence polarization (AID 1018); XIAP BIR domain, fluorescence polarization peptide displacement; higher % means a stronger effect; actives 0.007% (n = 200,000); E3 ubiquitin-protein ligase XIAP (Homo sapiens); displacement, % at 20 µM, or IC50 in µM where a hit was titrated; in the data active = displacement above about 50%; note: a part of the inactive calls stands beside numbers as strong as those of hits
RSV CPE inhibition: RSV antiviral activity via CPE protection, HEp-2 cells, primary 10 µM value included (AID 2391); HEp-2 cells, RSV-induced CPE inhibition; higher % means a stronger effect; one-dose CPE inhibition, % at 10 µM; IC50 in µM for titrated hits; actives 0.13% (n = 310,000); in the data active = a potency from the dose series; inconclusive = CPE inhibition mostly from about 23% at the one dose, without a potency; inactive = the rest, 99 in 100 with CPE inhibition below about 21%; note: strong numbers were not always called active
Myeloid diff 2: induction of myeloid progenitor differentiation, primary screen, cell-based, flow cytometry, MLPCN library; ER-HoxA9 myeloid progenitors, lysozyme-GFP differentiation; calls only at 10 µM; actives 1% (n = 360,000); AID 624256, 2012;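 active = normalized GFP-positive differentiation at or above the plate's own cutoff, the solvent-only control mean plus 3 SD; inconclusive = no clear call, values can overlap the other calls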;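 note: cells exposed to compound for four days before flow analysis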
SIAH1 antagonists: Siah-1 peptide-binding antagonists, primary screen, biochemical, fluorescence polarization, rhodamine-plectin, uHTS (AID 1817). E3 ubiquitin-protein ligase SIAH1 (Homo sapiens). Siah-1 / rhodamine-plectin peptide fluorescence polarization; higher % means a stronger effect. one-dose displacement, % at 20 µM; IC50 in µM for titrated hits. actives 0.02% (n = 290,000);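 active = displacement of at least 50% at 20 µM, with a fluorescence ratio check between 0.3 and a set limit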;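 note: plate controls were Siah plus tracer with DMSO for no effect and tracer alone without Siah for full effect; strong numbers were not always called active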
WT yeast gro inh: growth inhibition of WT strain, primary screen, mitochondrial fusion inhibitor project, WT and mutant strains, chemical genetic; mitochondrial fusion phenotypic screen; inhibition, % at 10 µM; actives 2.1% (n = 190,000); in the data active = inhibition above about 58%; tested in S. cerevisiae
PMI inhibition: human PMI inhibitors, high substrate, primary screen, biochemical, fluorescence intensity, high mannose 6-phosphate (AID 1220). Mannose-6-phosphate isomerase (Homo sapiens). recombinant PMI enzyme, coupled fluorescence intensity; higher % means a stronger effect. inhibition, % at 20 µM, or IC50 in µM where a hit was titrated. actives 0.66% (n = 190,000)
PhoP inhibition: inhibitors of PhoP regulon expression, primary screen, Salmonella Typhimurium, GFP reporter (AID 1863). S. Typhimurium PhoP-regulated promoter GFP reporter, 4 h; higher % means a stronger effect. inhibition, % at 50 µM, or IC50 in µM where a hit was titrated. actives 0.16% (n = 300,000);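 active = inhibition over 29.93%, a cutoff 3 SD above the screen mean, later confirmed by dose response; inconclusive = inhibition over 29.93% but no dose response follow-up; inactive = inhibition at most 29.93% or unconfirmed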;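 note: 0% = low Mg2+ inducing control and 100% = high Mg2+ repressing control; strong numbers were not always called active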
human PMI inhibition: inhibitors of human PMI, primary screen, biochemical, fluorescence intensity, coupled assay (AID 1209); Mannose-6-phosphate isomerase (Homo sapiens); purified PMI enzyme, coupled fluorescence intensity; higher % means a stronger effect; inhibition, % at 20 µM, or IC50 in µM where a hit was titrated; actives 0.42% (n = 190,000);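 note: plate controls were DMSO vehicle for no effect and wells lacking substrate for full effect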
TNAP activation fold: human TNAP enzyme activators, primary screen, biochemical, luminescent, no phosphate acceptor, uHTS (AID 1001); Alkaline phosphatase, tissue-nonspecific isozyme (Homo sapiens); purified TNAP, luminescent activation assay, no phosphate acceptor; higher activation fold means a stronger effect; activation fold at 20 µM; hits with a dose series show EC50 in µM; actives 0.03% (n = 200,000); in the data active = activation fold from about 3, or a potency from the dose series; inactive = the rest, 99 in 100 with activation fold below about 1.6; note: many of its hits are not listed in these tables
WT yeast gro inh mutant strain: second read-out of WT yeast gro inh, no call of its own (marks repeat the call); inhibition, %; mitochondrial fusion phenotypic screen, mutant strain inhibition
Myeloid diff 2 GFP+ MAC1+ %: also measured in Myeloid diff 2; calls as there; GFP+ MAC1+ double positive, %; measured here: differentiation confirmed by MAC1 staining
The depositor's hits bear a star; i = inactive; u = inconclusive; x = no result given. Cut-off read from the data, not from the text of the source, unless noted: active = inhibition above about 50%; inactive = the rest.

SMILES | XIAP displacement | RSV CPE inhibition | Myeloid diff 2 | Myeloid diff 2 GFP+ MAC1+ % | SIAH1 antagonists | WT yeast gro inh | WT yeast gro inh mutant strain | PMI inhibition | PhoP inhibition | human PMI inhibition | TNAP activation fold
COC(=O)c1ccc(NC(=S)NC(=O)c2c(-c3ccccc3)noc2C)cc1 | x | 0.8% | i | 0.3 | 13% | x | x | x | -10% | x | x
CCN(Cc1ccccc1)S(=O)(=O)c1ccc(C(=O)N(CCCN(C)C)c2nc3ccc(F)cc3s2)cc1 | x | 2.0% | i | 0.1 | -2% | x | x | x | -2% | x | x
O=C(NCc1ccccn1)c1cccc(NS(=O)(=O)c2cccc(Cl)c2)c1 | -4.0% | 3.7% | i | 0.4 | -3% | -7 | -26 | 0% | 1% | 1% | 1.1
CCC(=O)N1CCc2cc(S(=O)(=O)NCCC(=O)N3CCN(c4cccc(C)c4)C(C)C3)ccc21 (stereo not given) | x | 11% | i | 0.7 | 1% | x | x | x | -5% | x | x
CN(C)c1ccc(C(CNS(=O)(=O)c2ccc(F)c(F)c2)c2c[nH]c3ccccc23)cc1 (stereo not given) | -6.4% | -2.1% | i | 0.3 | 2% | 74* | -0.9* | 9% | 8% | 5% | 1
COC(=O)C1=C(C)N(Cc2ccccc2)C(=O)N[C@H]1c1cccs1 | x | u | i | 1.2 | 12% | x | x | x | -3% | x | x
CCN1CCN(C(=O)c2cc3cc4ccc(OC)cc4nc3s2)CC1 | -3.9% | 0.6% | i | 0.0 | 1% | 1 | -1 | 1% | -6% | 3% | 1
Cc1ccc(NC(=O)C2CCC(N3C(=O)C4CCCCC4C3=O)CC2)cc1 (stereo not given) | x | 9.0% | i | 2.6 | 1% | x | x | x | -4% | x | x
CCN(CC)CCSc1nc2ccccc2c(=S)n1-c1ccccc1 | -6.3% | -4.0% | x | x | -5% | 20 | -9 | -10% | -2% | -11% | 1
O=C(CSc1nnc(-c2ccc3c(c2)OCCO3)o1)NC1CCCCC1 | -21% | 0.7% | x | x | 1% | x | x | 0% | x | -8% | 1.1
Cc1cc(C)n(CCN(C)c2nc3nonc3nc2N2CCCCC2)n1 | -4.8% | 2.4% | i | 1.4 | 5% | -8 | -3 | 0% | 7% | 0% | 1
O=C(NCCOc1ccccc1)c1cncc(Br)c1 | -6.4% | -1.5% | i | 0.9 | 0% | 4 | 4 | -6% | 10% | 0% | 1.1
O=C1C=C(NCc2ccc(Cl)cc2Cl)C2(CCCCC2)O1 | -5.2% | 4.1% | i | 2.1 | 1% | 1 | -1 | 3% | -6% | 2% | 1.3
O=C(c1ccc2nsnc2c1)N1CCN(c2ccc([N+](=O)[O-])cc2)CC1 | x | 20% | i | 2.8 | -4% | x | x | x | 0% | x | x
CCOCc1cnc(C)nc1NCC(=O)c1c(C)[nH]c2ccccc12 | -0.4% | 1.0% | i | 1.2 | 1% | 20 | -5 | 9% | -9% | 24% | 1.1
CN(C)S(=O)(=O)c1cc(NC(=O)CN2C(=O)NC3(CCCc4ccccc43)C2=O)ccc1Cl (stereo not given) | -5.2% | -0.3% | i | 0.1 | -1% | 1 | 5 | -13% | 5% | -18% | 1
CC1CCc2nn(CC(=O)NCCCN3CCCCC3)cc2C1 (stereo not given) | -2.9% | 1.5% | i | 1.4 | 1% | 15 | -8 | -4% | -4% | -5% | 1.2
O=C1OCC2=C1C(c1ccc(Cl)cc1)CC(=O)N2c1ccc(F)cc1 (stereo not given) | -8.5% | 0.9% | i | 0.6 | 0% | 8 | -4 | 2% | 0% | -1% | 1.1
Cc1nonc1NC(=O)CSc1cn[nH]n1 | x | 2.6% | i | 0.3 | 4% | x | x | x | -3% | x | x
O=C(NCc1cccc(Cl)c1)c1ccc(-c2csnn2)cc1 | x | 1.8% | i | 0.8 | -1% | x | x | x | -1% | x | x
CCCCNC(=O)CCn1c(=O)c2ccccc2n(Cc2ccc(F)cc2)c1=O | -5.7% | 3.7% | i | 0.4 | 2% | -6 | 3 | -3% | -18% | 4% | 1.2
NC(=O)c1cc[n+](CC2=C(C(=O)O)N3C(=O)[C@@H](NC(=O)C(c4ccccc4)S(=O)(=O)[O-])[C@H]3SC2)cc1 (stereo not given in full) | -2.5% | -1.7% | i | 1.5 | 4% | -1 | 0 | 3% | -5% | 3% | 1.1
C/C(CC(=O)Nc1ccc2c(c1)OCCO2)=N\NC(=O)Cc1ccc(Cl)cc1 | x | 0.3% | i | 5.6 | 2% | x | x | x | 6% | x | x
O=C(CSc1nnc(-c2ccncc2)n1Cc1ccccc1)NC1CCCc2ccccc21 (stereo not given) | -9.3% | 1.8% | i | 0.6 | -2% | -1 | -14 | 11% | -4% | 8% | 1.1
CCOC(=O)CNC(=O)CSc1nc2nc(C)c(Br)cc2[nH]1 | -1.7% | 6.0% | i | 1.4 | 1% | -10 | 0 | 2% | -7% | -14% | 1.1
Cc1ccc(S(=O)(=O)N(C)CC(=O)Nc2ccccc2)cc1 | -6.9% | 0.9% | i | 0.5 | -2% | 6 | -26 | -1% | 1% | -7% | 1.1
CC(Oc1cc2oc(=O)c3c(c2cc1Cl)CCCC3)C(=O)NCCN1CCOCC1 (stereo not given) | x | -0.4% | i | 0.9 | 4% | x | x | x | 0% | x | x
CCOC(=O)c1c(NC(=O)CSc2ccccc2C(=O)O)sc(C)c1C | -0.3% | 2.1% | i | 0.8 | -5% | -16 | -5 | -5% | -5% | -2% | 1
CCOC(=O)c1cc(NC(=O)c2cccs2)ccc1N1CCOCC1 | -7.2% | 0.9% | i | 0.3 | -2% | -17 | -5 | 8% | 1% | 10% | 1.1
CCOc1cc(-c2nc3n(c(=O)c2C#N)CCS3)ccc1O | x | 1.0% | i | 1.4 | 5% | x | x | x | 6% | x | x
Cc1ccc(-n2c(SCC(=O)Nc3ccc4c5c(cccc35)CC4)nc(O)cc2=O)cc1 | -4.8% | 6.1% | i | 0.2 | 12% | -9 | -20 | 29% | -2% | 8% | 1.2
Cc1nn2cc(-c3cccc(Cl)c3)cnc2c1Cl | -3.2% | 2.0% | u | x | 27% | -7 | 19 | -8% | 3% | -12% | 1.2
Cc1cc(C)cc(NC(=O)Cn2cc3c(n2)CCCCC3)c1 | -6.6% | 0.6% | x | x | -4% | 11 | 4 | -11% | 11% | -1% | 1.1
O=C(N/N=C/c1ccccn1)c1cc(-c2ccncc2)nc2ccccc12 | -7.0% | 9.2% | i | 1.0 | -3% | -10 | 16 | 10% | 0% | -7% | 1.1
CC1(C)C(=O)C2(CCCCC2)C(=O)OC1c1ccc(O)cc1 (stereo not given) | 2.2% | -1.6% | i | 1.7 | 4% | 28 | 27 | 7% | -6% | 14% | 1.1
CC(C)c1ccc2c(c1)C(=O)NC(C)(C)C2 | -2.4% | 2.3% | i | 1.2 | 3% | 6 | 2 | 2% | -3% | 5% | 1.2
CCn1c(/C=N/NC(=O)c2ccc(OC)cc2)nc2ccccc21 | -3.5% | 2.5% | i | 0.7 | 6% | 17 | -16 | 3% | -2% | 3% | 0.8
Cc1nn(-c2ccc(F)cc2)c2nc(N)c(C#N)c(-c3ccc(O)c(O)c3)c12 | x | 0.0% | i | 2.3 | 1% | x | x | x | 4% | x | x
CC(C)C(=O)NCCc1nc2ccccc2n1CCOc1ccccc1 | -6.1% | 1.3% | i | 1.6 | -2% | 0 | 4 | -4% | 25% | -2% | 1.1
O=C1N=C(c2ccccc2)S/C1=C\c1cccs1 | -5.6% | 0.3% | x | x | -4% | 1 | 1 | -74% | -8% | -43% | 1

Looked up by compound from above, three records:
SMILES | XIAP displacement | RSV CPE inhibition | Myeloid diff 2 | Myeloid diff 2 GFP+ MAC1+ % | SIAH1 antagonists | WT yeast gro inh | WT yeast gro inh mutant strain | PMI inhibition | PhoP inhibition | human PMI inhibition | TNAP activation fold
NC(=O)c1cc[n+](CC2=C(C(=O)O)N3C(=O)[C@@H](NC(=O)C(c4ccccc4)S(=O)(=O)[O-])[C@H]3SC2)cc1 (stereo not given in full) | -2.5% | -1.7% | i | 1.5 | 4% | -1 | 0 | 3% | -5% | 3% | 1.1
Cc1ccc(-n2c(SCC(=O)Nc3ccc4c5c(cccc35)CC4)nc(O)cc2=O)cc1 | -4.8% | 6.1% | i | 0.2 | 12% | -9 | -20 | 29% | -2% | 8% | 1.2
CCOC(=O)c1c(NC(=O)CSc2ccccc2C(=O)O)sc(C)c1C | -0.3% | 2.1% | i | 0.8 | -5% | -16 | -5 | -5% | -5% | -2% | 1

Next results follow.
SMILES | XIAP displacement | RSV CPE inhibition | Myeloid diff 2 | Myeloid diff 2 GFP+ MAC1+ % | SIAH1 antagonists | WT yeast gro inh | WT yeast gro inh mutant strain | PMI inhibition | PhoP inhibition | human PMI inhibition | TNAP activation fold
Cc1cc2ccccc2n1CCNC(=O)C(C)Oc1ccccc1 (stereo not given) | 0.1% | 0.7% | i | 2.8 | 0% | 9 | -2 | 6% | 7% | 9% | 1
CC(C)NC(=O)CCc1nc2cccnc2n1-c1ccccc1 | x | 4.5% | i | 0.4 | 4% | x | x | x | -8% | x | x
C[n+]1ccc(/C=C/c2cccs2)cc1 | x | 1.7% | u | x | -4% | x | x | x | -3% | x | x
COCC(C)NC(=O)C1CC(=O)N(c2ccc(C)cc2)C1 (stereo not given) | -2.3% | 3.2% | i | 0.6 | -1% | -2 | 2 | -7% | 1% | -9% | 1.1
C=CCC1(CC=C)CCCN1C(=O)c1cc(COc2ccc(F)c(F)c2)on1 | x | 8.5% | i | 1.2 | -2% | x | x | x | 9% | x | x
COc1ccccc1NC(=O)CSc1n[nH]c(Cc2ccccc2)n1 | x | 3.0% | i | 0.5 | -3% | x | x | x | -6% | x | x
Cc1nn(-c2ccc(Cl)cc2Cl)c(C)c1C(=O)O | -4.3% | 1.0% | i | 0.2 | -3% | -7 | 5 | 12% | -9% | -2% | 1
O=C(O)C1C2C=CC(C2)C1C(=O)NCCCN1CCCC1=O (stereo not given) | x | 1.0% | i | 0.8 | 3% | x | x | x | -3% | x | x
O=C(NC1CCCc2ccccc21)c1cn2ccccc2n1 (stereo not given) | -8.9% | 1.1% | i | 0.7 | 1% | -10 | -15 | 3% | 0% | -21% | 1.1
O=C(NCc1ccc2c(c1)OCO2)c1nc(Cn2cc([N+](=O)[O-])cn2)no1 | x | 0.9% | i | 0.2 | -2% | x | x | x | 6% | x | x
COc1ccc(/C=N/N2CCOCC2)cc1Cn1nc(C)c([N+](=O)[O-])c1C | x | 4.6% | i | 0.1 | 4% | x | x | x | -1% | x | x
CCn1cc(CNC(=O)c2cc(-c3ccccc3OC)nc3ccccc23)c(C)n1 | -0.8% | 0.3% | i | 2.6 | 1% | -8 | -10 | 8% | -3% | 6% | 1.1
COc1ccc(C2NC(c3ccc(OC)cc3OC)C(C)C(=O)C2C)c(OC)c1 (stereo not given) | -1.6% | 5.1% | i | 0.2 | 2% | 2 | 15 | 6% | 1% | -1% | 1.1

Random draw from the library, and some 3.1% of all compounds hit somewhere here.
